Bioassay records from PubChem.
Cneo AK release = Cryptococcus neoformans lysis via adenylate kinase release. C. neoformans lysis, adenylate kinase release luminescence, 4 h; normalised: neutral wells 0, clomiphene wells 100. lysis activity, % at 15 µM. 360,000 tested, 0.2% active;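 active means mean lysis activity across replicates of at least 80%, whatever share of replicates individually reach that level; inactive means mean lysis activity below 80%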
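Assay system: log-phase C. neoformans yeast / Quantity: yeast cell density of 5 × 10^6 cells/mL / Medium: fresh YPD growth medium / Compound: single dose / Timing: static 4 h at 37 °C with compound, 1 h detection / Measured by: adenylate kinase release luminescence / Read-out: lysis from increased AK signal / Benchmarks: Clomiphene as positive lysis control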
SIRT5 inh = sirtuin-5 (human) deacylase inhibition. Q9NXA8. Purified SirT5, succinyl-peptide AMC, trypsin-coupled fluorescence. inhibition, % at 15 µM. 330,000 tested, 1.1% active; in the data active means inhibition above about 15%
Target sequence (Q9NXA8 whole entry, looked up): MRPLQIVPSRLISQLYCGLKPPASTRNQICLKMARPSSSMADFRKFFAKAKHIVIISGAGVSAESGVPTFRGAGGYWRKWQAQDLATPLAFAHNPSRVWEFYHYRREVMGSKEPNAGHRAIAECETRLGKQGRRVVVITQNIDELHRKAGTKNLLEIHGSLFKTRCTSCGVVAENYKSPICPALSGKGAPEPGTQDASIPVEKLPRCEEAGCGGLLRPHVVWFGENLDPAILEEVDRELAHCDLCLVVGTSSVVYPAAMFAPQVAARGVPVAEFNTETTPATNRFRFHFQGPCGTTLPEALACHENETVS
ARNT TACC3 PPI = disruptors of human ARNT/TACC3 interaction. Q9Y6A5. 390,000 tested, 0.66% active. AlphaScreen His-ARNT PAS-B/GST-TACC3 binding, luminescence; TACC3 fragment carries E629A point mutation. AID 623870. inhibition, % at 9.99 µM;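 active means mean inhibition of replicates at least 50% and at least half of replicates each reaching 50%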;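 further: 0% = complete ARNT plus TACC3 wells and 100% = ARNT alone without TACC3; many hits fall short of the cut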
ERp5 inh = blocks human ERp5 reductase activity on insulin | inhibition, % at 9.99 µM | ERp5 insulin aggregation, absorbance 650 nm, 90 min | 350,000 tested, 0.05% active;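 active means mean replicate inhibition above about 25%, with every replicate also reaching it, limit read from the data, passing the limit was not always enough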
Target sequence (Q15084 whole entry, looked up): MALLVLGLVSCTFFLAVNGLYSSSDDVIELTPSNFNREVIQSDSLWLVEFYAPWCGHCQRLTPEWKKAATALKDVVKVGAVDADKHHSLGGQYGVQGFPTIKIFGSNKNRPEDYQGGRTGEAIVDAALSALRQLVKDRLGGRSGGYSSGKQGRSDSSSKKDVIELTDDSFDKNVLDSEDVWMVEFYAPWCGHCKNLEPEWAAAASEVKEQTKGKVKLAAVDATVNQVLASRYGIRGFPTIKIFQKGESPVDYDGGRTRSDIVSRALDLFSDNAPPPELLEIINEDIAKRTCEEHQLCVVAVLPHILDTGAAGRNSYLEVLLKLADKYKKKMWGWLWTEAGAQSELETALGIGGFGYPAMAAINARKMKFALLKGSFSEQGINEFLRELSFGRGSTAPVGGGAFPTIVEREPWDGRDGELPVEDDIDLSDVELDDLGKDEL
Statin myotox sup = suppressors of simvastatin-induced myotoxicity in C2C12 myotubes; 330,000 tested, 0.78% active; ATP luminescence, 48 h; scaled: DMSO 0, geranylgeraniol control 100; AID 602340; rescue of ATP level, % at 7.49 µM;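 active means mean ATP rescue above about 67%, or every replicate alone reaching that limit, limit read from the data, passing the limit was not always enough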;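 further: myotubes were challenged with 10 µM simvastatin during compound exposure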
esBAF inh = SWI/SNF esBAF complex inhibition | mouse ES cells, Bmi1-luciferase knock-in reporter, 24 h; 100% = twice the neutral-well signal | AID 602393 | reporter increase, % at 12.5 µM | 350,000 tested, 2% active; in the data active means activation above about 40%;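 further: 0% = median of the plate's neutral control wells and 100% = double that signal; a rise in the Bmi1 reporter signal indicates esBAF inhibition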
miR122 inh = blocks miR-122 activity in Huh7 sensor cells; Huh7 miR-122 Renilla luciferase sensor, 48 h; neutral wells = 0, positive control = 100; activation (reporter increase), % at 12.5 µM; 340,000 tested, 0.3% active; AID 602342;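 active means mean replicate activation score at least 90 and every replicate individually at or above 90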;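 further: higher luciferase means less miR-122 activity so hits act as miR-122 inhibitors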
* = called active by the depositor; / = not tested or not shown; [ ] = dose if it differs, or a comment.

compound	Cneo AK release	SIRT5 inh	ARNT TACC3 PPI	ERp5 inh	Statin myotox sup	esBAF inh	miR122 inh
O=C(COc1cc(=O)n2c(n1)SCCC2)c1ccccc1	-4	/	17	/	114*	14	-5
CNC(=O)C[C@H]1CC[C@@H]2[C@H](COC[C@@H](O)CN2C(=O)Nc2ccc3c(c2)OCO3)O1	47	1	-2	1	-8	9	-2[16.7 µM]
O=S(=O)(c1ccccc1)c1nc(Cc2ccccc2)oc1N1CCOCC1	0	1	-3	4	1	-5	-4
COc1ccc(NC(=S)NCCc2ccc(Cl)cc2)c(OC)c1	-7	/	/	/	1	-3	0
Cc1ccc(S(=O)(=O)N(C)C[C@@H]2OCCCC[C@@H](C)Oc3ccc(NC(=O)CCC(F)(F)F)cc3C(=O)N([C@@H](C)CO)C[C@H]2C)cc1	53	-3	23	4	/	4	-11[16.7 µM]
CCOCCCNC(=O)CN1C(=O)/C(=C/c2ccccc2C)Sc2ccccc21	0	-3	-16	5	-2	1	4
CC1(c2ccccc2)NC(=O)N(CC(=O)N2CCN(S(=O)(=O)c3c(F)cccc3F)CC2)C1=O (stereo unspecified)	0	0	-1	4	-1	-1	-8
CCc1ccccc1NC(=O)CN(C)C(=O)COC(=O)c1cccnc1Cl	0	1	-5	3	0	0	-5
O=C(Nc1ccccc1)Nc1nnc(/C=C/c2ccccc2Cl)s1	/	-2	-5	0	/	/	1
CCc1c(O)c(-c2ccccc2)c(=O)n(-c2ccccn2)c1-c1ccccc1	/	0	-9	1	/	/	/
O=C(CC[C@H]1O[C@@H](n2ccc(=O)[nH]c2=O)[C@H](O)[C@@H]1O)NCc1ccco1	1	-15	/	0	0	-3	12
CC(C)(C)C(=O)NCc1ccc(C(=O)CN2C(=O)NC3(CCCC3)C2=O)s1	-1	-2	-9	1	-1	6	-23
C[C@@H]1CN([C@H](C)CO)C(=O)c2cc(NC(=O)Nc3ccc4c(c3)OCO4)ccc2O[C@@H]1CN(C)C(=O)Nc1cccc2ccccc12	-1	-1	8	-1	-45	-1	-3[16.7 µM]
CCOC(=O)C1=C(COC(=O)c2cccc(N(C)C)c2)NC(=O)NC1C (stereo unspecified)	-5	0	1	1	11	60*	-7
CCCc1nc2nc(C)c(NS(=O)(=O)c3ccc(C4CCCCC4)cc3)c(=O)n2[nH]1	2	-1	-8	1	-2	1	4
COc1cc(Br)cc2cc(C(=O)NCC3CCCO3)c(=O)oc12 (stereo unspecified)	-1	/	-12	/	19	1	-8
Cc1nc2ccc(S(=O)(=O)N(C)CC(=O)NCc3ccc(N(C)C)cc3)cc2s1	1	-2	9	5	9	3	-6
CCOc1ncccc1C(=O)OCC(=O)c1c(N)n(C)c(=O)n(C)c1=O	-1	/	0	/	-14	-7	-3
CCN1[C@H](C(=O)OC)[C@@H](CO)[C@@H]2Cn3c(ccc(C4=CCCCC4)c3=O)[C@@H]21	0	-1	-4	-4	-10	-2	-5[16.7 µM]
COc1ccc(NC(=O)N(C)C[C@@H]2Oc3ncc(-c4cccnc4)cc3C(=O)N([C@@H](C)CO)C[C@H]2C)cc1	-4	-1	-6	2	-9	3	-6[16.7 µM]

Rewritten with two lines to a compound: two of the compounds above.
Every second line gives: Cneo AK release	SIRT5 inh	ARNT TACC3 PPI	ERp5 inh	Statin myotox sup	esBAF inh	miR122 inh
- CCc1ccccc1NC(=O)CN(C)C(=O)COC(=O)c1cccnc1Cl
→ 0	1	-5	3	0	0	-5
- O=C(Nc1ccccc1)Nc1nnc(/C=C/c2ccccc2Cl)s1
→ /	-2	-5	0	/	/	1

(more compounds)
compound	Cneo AK release	SIRT5 inh	ARNT TACC3 PPI	ERp5 inh	Statin myotox sup	esBAF inh	miR122 inh
CC(=O)Oc1ccc2c(=O)c(N3C(=O)c4ccccc4C3=O)c(C)oc2c1C	/	7	-2	1	/	/	/
COc1ccc(CCN2CC(C(=O)NCCc3cnn(C)c3)CCC2=O)cc1 (stereo unspecified)	-5	-3	1	7	1	1	-1
COc1cc(CN2CCN(C(O)(c3ccccc3)c3ccccc3)CC2)cc(OC)c1OC	-1	0	-1	2	3	-2	-6
Cc1cc2occ(CC(=O)O)c2cc1C	5	/	-11	/	-18	-6	-3
C[C@@H]1CN([C@H](C)CO)C(=O)c2cccc(NC(=O)C3CC3)c2O[C@H]1CN(C)S(=O)(=O)c1ccc(F)cc1	26	0	-8	-1	-23	3	-5[16.7 µM]
O=C(C[C@@H]1C[C@@H]2c3cc(NC(=O)Nc4ccccc4F)ccc3O[C@@H]2[C@H](CO)O1)NC1CCCCC1	11	2	-8	2	-7	3	-2[16.7 µM]
CCO[C@H]1OC(C(=O)N2CCOCC2)=C[C@@H](C)[C@@H]1CCCO	-1	11	2	7	4	-2	-9
Cn1c(=O)c2c(nc(CN3CCN(C(=O)c4ccco4)CC3)n2CC(=O)C(C)(C)C)n(C)c1=O	4	1	6	-5	3	-2	/
CCc1cc2cc(C(=O)N3CCN(Cc4ccccc4)CC3)sc2s1	/	/	-7	/	3	14	1
CC(Sc1n[nH]c(-c2cccs2)n1)C(=O)N1CCCC1 (stereo unspecified)	-1	-4	-1	8	7	/	0
COc1ccc(CNC(=O)Cc2c(C(=O)O)[nH]c3ccccc23)cc1	-2	/	-5	/	18	-2	-4
CSc1nc2c(cc1C#N)CCC2	-1	-1	0	-2	2	7	-3
CO[C@H]1CN(C)C(=O)c2cc(NS(=O)(=O)c3ccc(C)cc3)ccc2OC[C@H](C)NC[C@H]1C	-2	-3	-2	5	0	3	21[16.7 µM]
O=C(NCCCN1CCN(c2ccccc2F)CC1)C1CCC(=O)N1C1CCCCC1 (stereo unspecified)	1	-4	-1	-6	19	-6	-4
COc1ccc(-c2cc(C(=O)N3CCN(c4ccccc4F)CC3)c3ccccc3n2)c(OC)c1	-3	0	1	2	-22	0	2
COc1ccc(OC)c(NC(=O)CN(c2ccc(C)cc2)S(=O)(=O)c2c(C)noc2C)c1	2	/	2	/	18	-2	-2
COc1cccc(NC(=O)N[C@@H]2CC[C@H](CC(=O)N3CCN(C)CC3)O[C@H]2CO)c1	-5	-2	-4	1	-1	-8	/
CN(C)C(=O)c1ccc(-c2ccc3c(c2)[C@H]2[C@H](CCN2C(=O)c2ccccn2)[C@H](CO)N3C)cc1	41	/	8	/	18	2	7[16.7 µM]
C(=C\c1ccccc1)/CSc1nnc(-c2cccnc2)o1	/	0	7	-9	/	/	/
COc1ccc(OC)c(NC(=S)N2CCC(C(O)(c3ccccc3)c3ccccc3)CC2)c1	1	/	6	/	/	/	3

(next part)
compound	Cneo AK release	SIRT5 inh	ARNT TACC3 PPI	ERp5 inh	Statin myotox sup	esBAF inh	miR122 inh
Cc1ccc2c(C)nc(N/C(N)=N/S(=O)(=O)c3ccc([N+](=O)[O-])cc3)nc2c1	0	0	4	1	14	-1	6
CC(=O)NC(=S)Nc1ccc(S(=O)(=O)N(C)Cc2ccccc2)cc1	/	-1	9	-14	/	/	/
Cc1cc(=O)oc2cc(NC(=O)c3c(Cl)cnn3C)ccc12	3	-4	/	7	4	10	/
O=C(OCC#CCSc1nnc(-c2cccc3ccccc23)o1)c1ccco1	0	-3	-2	-4	2	12	15
OC[C@@H]1Nc2ccc(C#Cc3ccc(F)cc3)cc2[C@H]2[C@@H]1CCN2Cc1nccs1	7	/	/	1	3	6	-9[16.7 µM]
COC(=O)c1ccc(NC(=O)COc2ccc([N+](=O)[O-])cc2)cc1	-1	-5	-3	1	6	-4	-2
CC(=O)N1CCC(=NNS(=O)(=O)c2cccc([N+](=O)[O-])c2)CC1	3	/	4	/	-12	6	3
Cn1nc(C(C)(C)C)cc1C(=O)Nc1nc2c(s1)C(=O)CC(C)(C)C2	8	/	2	/	-26	-13	-2
O=C(NCCN1CCOCC1)c1cccc(S(=O)(=O)N2CCCC2)c1	2	2	/	3	3	-6	/
N#CCc1ccc(Oc2ncccn2)cc1	2	-1	-12	0	-3	0	-3
COc1ccc(C2CC(=O)C(C=NCCN3CCOCC3)=C(O)C2)cc1 (stereo unspecified)	0	/	10	/	126*	-7	4
C[C@@H]1CN([C@H](C)CO)C(=O)c2cccc(NC(=O)C3CCOCC3)c2O[C@H]1CN(C)C(=O)NC1CCCCC1	22	-6	-3	3	3	5	-3[16.7 µM]
Cc1ccc(S(=O)(=O)Nc2ccc3c(c2)C(=O)N([C@@H](C)CO)C[C@@H](C)[C@@H](CN(C)C(=O)C2CCCCC2)OCCCC[C@@H](C)O3)cc1	1	6	-3	1	/	8	-6[16.7 µM]
CCCCn1c(N)c(C(=S)NC(=O)CC(C)C)c(=O)n(C)c1=O	-2	/	10	/	/	/	10
Cc1ccc(S(=O)(=O)NC(=O)C2(C)CCN2C(=O)c2ccccc2)cc1 (stereo unspecified)	-1	/	/	2	-3	-2	18
Cc1cc(NC(=O)NCc2ccccc2)c(=O)n(Cc2ccccc2F)c1	-6	5	-2	3	3	34	-5
O=C(O)C1C2C=CC(C2)C1C(=O)OCC1CCCO1 (stereo unspecified)	3	/	-9	/	2	2	-2
COc1ccc(C2C(C(=O)N3CCCCC3)CCC(=O)N2c2cc(OC)c(OC)c(OC)c2)cc1 (stereo unspecified)	5	/	-4	/	5	-2	-8
O=S(=O)(Cc1ccccc1)NCC[C@H]1CC[C@H](NS(=O)(=O)c2ccccc2)[C@H](CO)O1	-1	-8	-14	5	4	-2	/
O=C(O)c1cc(N/C(=N\S(=O)(=O)c2ccc(F)cc2)c2ccccc2)ccc1O	0	-2	-5	-2	13	-3	9

Three entries from above, arranged by the number in miR122 inh, low to high.
molecule	SIRT5 inh	ARNT TACC3 PPI	ERp5 inh	esBAF inh	miR122 inh
COc1ccc(C2CC(=O)C(C=NCCN3CCOCC3)=C(O)C2)cc1 (stereo unspecified)	/	10	/	-7	4
Cc1ccc2c(C)nc(N/C(N)=N/S(=O)(=O)c3ccc([N+](=O)[O-])cc3)nc2c1	0	4	1	-1	6
O=C(OCC#CCSc1nnc(-c2cccc3ccccc23)o1)c1ccco1	-3	-2	-4	12	15

Single records, from the list above. Screens in order: Cneo AK release	SIRT5 inh	ARNT TACC3 PPI	ERp5 inh	Statin myotox sup	esBAF inh	miR122 inh
Profile of Cc1cc(=O)oc2cc(NC(=O)c3c(Cl)cnn3C)ccc12 → 3	-4	/	7	4	10	/
Profile of CSc1nc2c(cc1C#N)CCC2 → -1	-1	0	-2	2	7	-3
Profile of CCN1[C@H](C(=O)OC)[C@@H](CO)[C@@H]2Cn3c(ccc(C4=CCCCC4)c3=O)[C@@H]21 → 0	-1	-4	-4	-10	-2	-5[16.7 µM]

The list continues.
compound	Cneo AK release	SIRT5 inh	ARNT TACC3 PPI	ERp5 inh	Statin myotox sup	esBAF inh	miR122 inh
C[C@H](CO)N1C[C@H](C)[C@H](CN(C)S(=O)(=O)c2cn(C)cn2)Oc2ncc(C3=CCCCC3)cc2C1=O	-3	-2	-5	-10	-13	1	-9[16.7 µM]
Clc1ccc(N2CCOCC2)nn1	/	-2	1	5	/	/	/
COc1ccc(CNC(=O)C(CCSC)NS(=O)(=O)c2ccccc2F)cc1 (stereo unspecified)	0	-4	-25	1	9	8	3
CCOC(=O)N1CCN(C(=O)Cc2ccc(-n3c(=S)[nH]c4ccccc4c3=O)cc2)CC1	0	-20	-13	4	-18	-8	-6
O=C(C[C@@H]1CC[C@@H]2[C@H](COC[C@@H](O)CN2C(=O)Nc2ccc(Cl)c(Cl)c2)O1)NCc1ccncc1	-3	-1	5	-5	-34	-1	-2[16.7 µM]
C=CCn1c(SCc2nc3ccccc3[nH]2)nnc1-c1cccc(OC)c1	3	/	3	/	42	2	25
CN(Cc1ccccc1F)C(=O)CNC(=O)Cc1cccc2ccccc12	4	-1	-2	-6	7	-7	-7
COc1ccc(CNC2c3ccccc3-c3ccccc32)cc1OC	2	-3	-4	1	14	-5	1
N#CC1(Nc2cccc(Cl)c2)CCCC1	3	/	-6	13	0	/	1
O=C(NCc1cccnc1)c1ccccc1NS(=O)(=O)c1ccc(Br)cc1	1	1	1	1	-33	0	-1
Cc1ccc(NC(=O)CSc2ccc3c(c2)OCCO3)c(O)c1	-2	-1	6	7	-12	-17	/
O=C(C[C@H]1C[C@@H]2c3cc(NS(=O)(=O)c4ccc(F)cc4)ccc3O[C@@H]2[C@H](CO)O1)NCc1ccc(Oc2ccccc2)cc1	-2	10	8	3	29	-13	1[16.7 µM]
